RSV CPE inhibition = RSV antiviral activity via CPE protection, HEp-2 cells, primary 10 µM value included (AID 2391); HEp-2 cells, RSV-induced CPE inhibition; higher % means a stronger effect; one-dose CPE inhibition, % at 10 µM; IC50 in µM for titrated hits; hit rate 0.13% among 310,000; in the data active means a potency from the dose series; inconclusive means CPE inhibition mostly from about 23% at the one dose, without a potency; inactive means the rest, 99 in 100 with CPE inhibition below about 21%; further: strong numbers were not always called active
AID2073 = inhibitors of Mint1-CaV2.2 protein interaction, biochemical, HTRF (AID 2073); HTRF protein-protein interaction, Mint1-CaV2.2; higher % means a stronger effect; inhibition, % at 20 µM; hits with a dose series show IC50 in µM; hit rate 0.19% among 290,000; Voltage-dependent N-type calcium channel subunit alpha-1B (Homo sapiens); in the data active means inhibition mostly above about 51%, no sharp cut-off; inconclusive means no clear call, values can overlap the other calls; inactive means mostly below about 53%; further: some results filed as inactive read as strong as hits
West Nile virus CPE = West Nile virus antiviral activity, cell-based, CPE readout (AID 1621); West Nile virus-infected cells, CPE inhibition; higher % means a stronger effect; CPE inhibition, % at 10 µM; hits with a dose series show IC50 in µM; hit rate 0.02% among 290,000; in the data active means a potency from the dose series; inconclusive means CPE inhibition mostly from about 3.7% at the one dose, without a potency; inactive means the rest, 99 in 100 with CPE inhibition below about 2.2%; further: strong numbers were not always called active
NTR1 agonist = agonists of NTR1, primary screen, imaging, U2OS cells, beta-arrestin-GFP, high content (AID 493036) | activation, % at 20 µM | Neurotensin receptor type 1 (Homo sapiens), P30989 | hit rate 0.17% among 330,000 | NTR1-U2OS beta-arrestin-GFP spot imaging, agonist mode;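 active means activation at or above 40% of the spot to cytoplasm intensity ratio, with at least 20 cells analyzed; inconclusive means wells under 20 cells, flagged as cytotoxic or low count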;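 further: 0% = DMSO without peptide and 100% = 100 nM NTR1 peptide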
Target sequence (P30989 whole entry, looked up): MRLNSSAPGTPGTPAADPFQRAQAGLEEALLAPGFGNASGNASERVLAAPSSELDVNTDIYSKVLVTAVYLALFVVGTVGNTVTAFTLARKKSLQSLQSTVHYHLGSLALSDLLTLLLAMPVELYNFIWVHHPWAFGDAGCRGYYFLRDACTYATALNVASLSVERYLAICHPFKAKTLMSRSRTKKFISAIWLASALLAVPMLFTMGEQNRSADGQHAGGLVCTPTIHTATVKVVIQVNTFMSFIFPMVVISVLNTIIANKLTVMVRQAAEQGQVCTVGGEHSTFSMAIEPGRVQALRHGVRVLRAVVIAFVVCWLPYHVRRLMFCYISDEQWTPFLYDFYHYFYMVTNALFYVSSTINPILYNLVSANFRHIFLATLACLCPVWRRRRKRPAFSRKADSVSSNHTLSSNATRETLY
SIAH1 antagonists = Siah-1 peptide-binding antagonists, primary screen, biochemical, fluorescence polarization, rhodamine-plectin, uHTS (AID 1817); E3 ubiquitin-protein ligase SIAH1 (Homo sapiens); Siah-1 / rhodamine-plectin peptide fluorescence polarization; higher % means a stronger effect; displacement, % at 20 µM, or IC50 in µM where a hit was titrated; hit rate 0.02% among 290,000;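 active means displacement of at least 50% at 20 µM, with a fluorescence ratio check between 0.3 and a set limit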;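 further: plate controls were Siah plus tracer with DMSO for no effect and tracer alone without Siah for full effect; strong numbers were not always called active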
UTI89 phage lysis = inhibition of K1F phage lysis, E. coli UTI89, bacterial capsule biogenesis inhibitors, alamar blue (AID 488966). E. coli UTI89 K1F phage lysis, alamar blue, 2 h; higher % means a stronger effect. one-dose inhibition, % at 100 µM; IC50 in µM for titrated hits. hit rate 0.02% among 340,000;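 active means phage lysis inhibition, versus mean bacterial control, above a set limit; inconclusive means no clear call, values can overlap the other calls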;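 further: capsule biogenesis inhibitors block K1F phage lysis so surviving cells raise fluorescence; higher fluorescence means more inhibition of phage lysis; actives were called in the ten point dose series up to 300 µM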
NS5 inhibitors = Dengue-2 NS5 methyltransferase inhibitors, primary screen, biochemical, confirmation dose response (AID 588689) | inhibition, % at 25 µM; hits with a dose series show IC50 in µM | hit rate 0.3% among 340,000 | Dengue-2 NS5 methyltransferase capping enzyme assay, biochemical; higher % means a stronger effect | Genome polyprotein (Dengue virus type 2 (strain 16681-PDK53)); in the data active means a potency from the dose series; inconclusive means inhibition above about 29% without an active follow-up result
Rac1 GTP hydrolysis = MgcRacGAP GTPase-activating activity inhibitors, confirmation, biochemical, ADP Hunter fluorescence; one-dose inhibition, % at 30 µM; IC50 in µM for titrated hits; MgcRacGAP-stimulated Rac1 GTP hydrolysis, ADP Hunter fluorescence; higher % means a stronger effect; GST-tagged Rac1 F28L mutant substrate; Rac GTPase-activating protein 1 (Homo sapiens); hit rate 0.6% among 340,000;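 active means first-screen hits whose inhibition reached a set limit at any dose in the follow-up dose series; inconclusive means inhibition above the set first-screen limit but never retested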;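 further: fluorescence reports GDP produced by GAP-driven GTP hydrolysis; strong numbers were not always called active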
Large T inhibition = SV40 large T antigen inhibitors, biochemical (AID 1903); SV40 large T antigen ATPase/helicase inhibition assay; higher % means a stronger effect; one-dose inhibition, % at 20 µM; IC50 in µM for titrated hits; hit rate 0.39% among 310,000; in the data active means a potency from the dose series; inconclusive means inhibition mostly from about 32% at the one dose, without a potency; inactive means the rest, 99 in 100 with inhibition below about 32%; further: strong numbers were not always called active
NTR1 agonist cell count 20 µM = further read-out of NTR1 agonist, marked with its call; cell count; measured here: cell count, cytotoxicity flag
NS5 inhibitors pilot replicate = also measured in NS5 inhibitors; calls as there; inhibition, %; measured here: pilot screen replicate inhibition
The depositor's hits bear a star; ? = inconclusive; · = no result given; [ ] = remark or other dose.

SMILES	RSV CPE inhibition	AID2073	West Nile virus CPE	NTR1 agonist	NTR1 agonist cell count 20 µM	SIAH1 antagonists	UTI89 phage lysis	NS5 inhibitors	Rac1 GTP hydrolysis	Large T inhibition	others
CC1CCc2sc(C(=O)N3CCC(C(N)=O)CC3)cc2C1 (stereo not drawn)	0.9%	·	·	2.2	67	·	0.0%[50 µM]	-5.2%	2.5%	·
COc1ccc([N+](=O)[O-])cc1NC(=O)C(C)OC(=O)C1CCC1 (stereo not drawn)	-0.8%	·	·	-0.7	39	·	1.0%[50 µM]	-3.6%	5.1%	3.6%
C/C(=N\NC(=S)NCc1ccccc1)c1cccc(Br)c1	5.8%	7.3%	0.1%	4.7	62	-5.7%	0.0%	0.0%	14.3%	9.5%
O=C(C(=O)N1CCN(c2ccccc2F)CC1)c1c[nH]c2ccccc12	-1.0%	10.5%	0.3%	0.3	63	7.4%	0.3%	3.7%	4.7%	3.9%
CC1CCCCC1NC(=O)COC(=O)c1ccc(S(=O)(=O)NCc2ccco2)cc1 (stereo not drawn)	4.3%	-6.4%	0.1%	2.2	76	-7.6%	0.5%	0.7%	6.1%	-0.9%	NS5 inhibitors pilot replicate=3.3
O=C1c2ccccc2C(=O)N1CCC(=O)N1CCCc2ccccc21	1.2%	3.8%	-0.1%	0.0	56	-3.3%	0.4%	-7.1%	13.8%	-4.9%
COc1ccc(NC(=O)c2ccco2)cc1NC(=O)c1ccc(C#N)cc1F	1.0%	6.5%	-0.8%	2.5	69	-0.7%	2.1%[50 µM]	11.2%	4.2%	5.4%
NC(=O)NCC(c1ccccc1)C1CCCCC1 (stereo not drawn)	0.5%	-0.2%	-0.5%	0.2	66	14.0%	-0.4%	-3.1%	0.8%	5.0%
CCOC(=O)CC(=O)CSc1nc2nc(C)cc(C)n2n1	-0.8%	-5.4%	0.1%	0.4	60	-0.8%	0.2%	-4.9%	5.9%	5.9%
COc1ccc(-c2sc3ccc(N4CCOCC4)cc3c2-c2ccc(O)cc2)cc1	0.6%	·	·	5.0	71	·	3.0%	-4.9%	4.3%	·
COc1cc(C(C(=O)NC2CCCC2)N(Cc2ccco2)C(=O)c2snc(C(N)=O)c2N)cc(OC)c1OC (stereo not drawn)	1.6%	10.2%	-0.3%	-2.7	53	3.4%	0.3%	-2.4%	-6.0%	8.2%
Cc1ccc(CC(=O)NNC(=O)c2cccs2)cc1C	·	·	·	-0.3	61	·	0.8%[50 µM]	2.9%	1.1%	·
CC1CCCC(NS(=O)(=O)c2cc(Br)cnc2N)C1C (stereo not drawn)	21.6%	-10.5%	-0.5%	24.6	66	3.1%	-0.2%	-6.2%	8.3%	13.1%
COc1ccc(N2CC(C(=O)Nc3nc4ccccc4s3)CC2=O)cc1 (stereo not drawn)	2.9%	6.4%	-0.1%	-1.4	58	0.8%	-0.1%	-11.1%	13.8%	12.1%
COc1ccc(C(=O)Nc2ccc(NC(=O)C3CC3)cn2)cc1	1.1%	3.8%	0.3%	-0.1	49	5.1%	-1.1%	-2.2%	5.0%	10.7%
OCCC1CN(Cc2cnc(-c3ccccc3)s2)CCN1C1CCCC1 (stereo not drawn)	-0.8%	0.7%	-0.7%	-1.2	76	2.3%	0.4%	-6.2%	7.5%	3.9%
O=C(Nc1cc(C(F)(F)F)ccc1N1CCOCC1)C1Cc2ccccc2CN1C(=O)c1ccco1 (stereo not drawn)	0.7%	28.0%	-0.4%	5.1	92	-1.7%	-3.0%	-4.8%	10.1%	31.5%
Cc1ccc(NC(=O)CSCc2c(C)noc2C)cc1C	1.0%	-2.4%	0.2%	-5.4	83	2.0%	-0.7%	2.4%	2.0%	-2.4%
COC(=O)c1cc(Cl)nc2ccccc12	-0.5%	-2.0%	0.2%	2.5	64	7.7%	0.5%	-1.5%	9.4%	15.3%
Cc1c(NC(=O)C(=O)/C=C(\O)c2ccc(Br)cc2)c(=O)n(-c2ccccc2)n1C	2.0%	13.3%	-0.3%	-1.2	43	-0.1%	-11.4%	-5.1%	9.9%	7.5%
COC(=O)c1ccc(Nc2nnc(-c3ccc(C)c(S(=O)(=O)NCC4CCCO4)c3)c3ccccc23)cc1 (stereo not drawn)	45.9%	21.8%	0.5%	4.5	60	-2.6%	1.6%[50 µM]	-1.3%	8.1%	18.4%
CCCCn1c(N)c(N(CC(C)C)C(=O)c2cc(C)oc2C)c(=O)[nH]c1=O	1.2%	9.1%	-0.2%	-0.2	71	0.4%	-0.6%[50 µM]	1.3%	-1.9%	8.1%
COc1cc(S(=O)(=O)N2CCCCCC2)ccc1-n1cnnn1	1.8%	-6.2%	-0.3%	0.3	52	-0.2%	0.0%	-6.2%	11.7%	3.1%
CCC(=O)N1CCc2cc(S(=O)(=O)NCCC(=O)N3CCN(c4cccc(OC)c4)CC3)ccc21	6.0%	1.1%	-0.5%	1.1	54	0.6%	0.0%	3.5%	-12.0%	10.0%
O=C(OCCN1C(=O)c2ccccc2C1=O)c1cccs1	-0.1%	0.9%	-0.3%	-0.5	52	-2.0%	0.0%	-5.5%	14.0%	5.8%
CCc1c(C)nc2ncnn2c1NCCc1ccc(Cl)cc1	0.2%	9.0%	-1.9%	1.7	62	4.4%	0.2%	-0.8%	9.7%	23.4%
COc1ccc(CC(NC(C)=O)C(=O)N2CCN(C(=O)Nc3cccc(F)c3)CC2)cc1OC (stereo not drawn)	0.8%	-1.7%	-0.3%	2.3	59	2.8%	0.3%	1.8%	7.5%	·
C#Cc1ccc([C@@H]2C=C(C(=O)N3CCN(Cc4ccc5c(c4)OCO5)CC3)O[C@H](OCCCCO)C2)cc1	3.9%	15.7%	·	3.1	56	1.6%	-0.9%	-5.5%	7.4%	0.4%
O=C(COc1ccccc1Cl)N1N=C(c2cccs2)CC1c1ccco1 (stereo not drawn)	3.4%	·	·	6.5	86	·	-1.1%[50 µM]	-12.6%	6.6%	·
CCc1ccc(-c2n[nH]c(=O)c3ccccc23)cc1	3.6%	11.4%	-0.5%	4.9	41	5.9%	-0.4%[50 µM]	8.5%	7.3%	4.9%
CCC(C(=O)OC)n1cnc2c(nnn2-c2ccccc2)c1=O (stereo not drawn)	1.9%	-1.9%	0.0%	4.3	85	4.7%	0.7%	2.8%	8.1%	9.7%
O=c1c2cc(N3CCOCC3)ccc2[nH]c(=S)n1CCCN1CCCCCC1	-1.4%	38.8%	0.1%	2.1	74	4.2%	0.1%	-4.8%	13.2%	20.6%	NS5 inhibitors pilot replicate=-3.8
Cc1ccc(C(=O)OC(C)C(=O)NC2CCCCC2C)cc1S(=O)(=O)N1CCCCC1 (stereo not drawn)	4.9%	7.9%	-0.9%	1.2	57	0.1%	0.1%[50 µM]	-4.5%	0.3%	13.3%
CCC(=O)Nc1ccc2ccccc2c1	5.6%	-3.7%	0.1%	-0.9	61	4.5%	2.1%	-7.7%	8.1%	13.1%
COc1ccc(S(=O)(=O)N2CCOCC2)cc1NC(=O)CSc1nnc(C2CC2)n1C	·	·	·	-1.4	55	·	0.6%[50 µM]	3.0%	-3.1%	·
COc1ccc(/C=C/C(=O)NC(=S)Nc2cc([N+](=O)[O-])ccc2O)cc1OC	1.2%	66.6%	0.2%	0.3	44	-3.5%	-0.4%	-3.2%	8.4%	-1.1%
CC(C)Oc1ccc(C(=O)NCCCNC(=O)c2ccccn2)cc1	0.9%	3.5%	-0.8%	2.0	44	6.5%	0.9%	-4.5%	5.0%	1.3%
Cc1ccccc1CN1C(=O)CSc2ccc(C(=O)N3CCOCC3)cc21	1.2%	-4.4%	0.8%	0.4	64	4.4%	0.1%	-2.8%	6.2%	1.1%
CCOC(=O)c1c(C)[nH]c(C(=O)OCC(=O)NCCc2ccc(OCC)c(OCC)c2)c1C	10.2%	·	·	2.1	86	·	-0.2%	-5.2%	4.3%	8.2%
C/C(=C1/SC(N2CCOCC2)=NC1=O)c1ccc(Br)cc1	3.7%	3.4%	0.1%	4.2	55	-1.5%	0.5%	0.7%	5.0%	-0.7%
CCCCn1c(N)c(N(CCOC)C(=O)COC(=O)COc2c(C)cccc2C)c(=O)[nH]c1=O	-0.6%	·	·	-0.2	60	·	1.7%[50 µM]	3.6%	6.6%	25.2%
COc1ccc(OC)c(NC(=O)N[C@H](Cc2ccccc2)C(=O)NN)c1	0.6%	3.6%	0.4%	-0.6	51	-4.2%	-1.2%	-2.3%	4.2%	5.5%
NC(=O)CSc1nnc(-c2cnccn2)n1Cc1ccco1	0.6%	14.1%	0.7%	0.4	59	1.9%	·	·	·	14.1%
COc1ccc(OC)c(S(=O)(=O)Nc2c(C)nn(C)c2C)c1	0.5%	·	·	2.8	89	·	0.4%[50 µM]	-0.8%	6.3%	·
Cc1c(S(=O)(=O)N2CCN(c3cccc(C(F)(F)F)c3)CC2)c(=O)n(C)c(=O)n1C	1.4%	-0.7%	0.1%	-2.6	66	3.7%	0.0%	-2.1%	9.2%	9.8%
CCOc1ccc(CN(C)CC(=O)Nc2ccccc2C(=O)NC2CC2)cc1	·	·	·	1.7	86	·	1.1%[50 µM]	-2.9%	3.7%	·
CCC(Cc1ccccc1)NC(=O)C1CCC(CNc2c(N3CCCC3)c(=O)c2=O)CC1 (stereo not drawn)	1.1%	-0.1%	-0.2%	-1.2	94	-0.6%	0.6%	-1.4%	10.5%	2.6%
O=C(NCc1ccc(Cl)cc1)c1cc(-c2cccs2)on1	0.7%	16.8%	-0.9%	1.7	77	8.13µM*	5.0%	-4.8%	-7.0%	4.0%
C=CCOc1c(Cl)cc(/C=N/O)cc1OC	?	-8.3%	0.3%	-0.3	41	0.4%	2.1%[50 µM]	-4.8%	16.9%	3.4%

Screening data deposited in PubChem BioAssay by several laboratories.
